TRPC6 inh: inhibitors of mouse TRPC6 channel; HEK293-TRPC6, membrane potential dye, ACh-evoked depolarization; stronger effect = lower value; Q61143; AID 2553; B-score at 10 µM; hit rate 1.1% among 310,000;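 active means B-score under library mean minus 3 SD, initial fluorescence not abnormally high, positive integrated signal ratio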;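 further: B-score derived from integrated fluorescence ratio over the kinetic read; more negative B-score means stronger inhibition of depolarization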
TMEM16A inh: inhibitors of mouse TMEM16A calcium-activated chloride channel | AID 588511 | hit rate 1.2% among 310,000 | HEK293 TMEM16A/YFP iodide influx fluorescence, ionomycin | Q8BHY3 | normalized B-score (activity score, 25-100; higher = stronger inhibition) at 10 µM;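 active means ratio plate-corrected score three or more library SD toward inhibition, starting fluorescence score within five deviations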;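 further: score derived from kinetic fluorescence span divided by baseline fluorescence per well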
Target sequence (Q8BHY3 whole entry, looked up): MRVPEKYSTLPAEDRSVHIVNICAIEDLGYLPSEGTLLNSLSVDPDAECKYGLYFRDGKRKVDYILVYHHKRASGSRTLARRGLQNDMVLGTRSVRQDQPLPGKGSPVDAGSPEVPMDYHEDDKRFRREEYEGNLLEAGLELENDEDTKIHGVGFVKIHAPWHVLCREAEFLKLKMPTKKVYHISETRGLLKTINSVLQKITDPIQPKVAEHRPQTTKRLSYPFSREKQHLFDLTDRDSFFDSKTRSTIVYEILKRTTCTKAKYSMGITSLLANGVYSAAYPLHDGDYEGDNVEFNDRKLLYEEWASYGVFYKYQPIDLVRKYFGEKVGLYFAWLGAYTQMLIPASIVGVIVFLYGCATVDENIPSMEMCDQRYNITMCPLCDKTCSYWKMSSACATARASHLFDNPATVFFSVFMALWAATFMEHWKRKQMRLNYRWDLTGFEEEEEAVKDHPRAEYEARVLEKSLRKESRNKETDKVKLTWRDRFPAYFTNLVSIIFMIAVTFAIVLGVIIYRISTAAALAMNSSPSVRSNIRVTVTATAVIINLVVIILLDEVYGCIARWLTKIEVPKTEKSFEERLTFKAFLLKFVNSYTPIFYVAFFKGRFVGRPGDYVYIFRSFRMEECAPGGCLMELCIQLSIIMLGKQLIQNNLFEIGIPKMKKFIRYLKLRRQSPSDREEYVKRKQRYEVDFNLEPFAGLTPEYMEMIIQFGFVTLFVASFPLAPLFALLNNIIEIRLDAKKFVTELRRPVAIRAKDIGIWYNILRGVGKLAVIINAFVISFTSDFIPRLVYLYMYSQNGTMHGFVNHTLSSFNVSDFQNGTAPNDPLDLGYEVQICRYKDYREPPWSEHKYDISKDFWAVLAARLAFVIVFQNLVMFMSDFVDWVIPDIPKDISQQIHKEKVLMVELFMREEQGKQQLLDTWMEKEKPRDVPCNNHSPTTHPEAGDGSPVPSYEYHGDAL
SKKanGAS inh: blocks kanamycin growth of S. pyogenes SKKanGAS strain; hit rate 1.3% among 300,000; AID 1662; BacTiter-Glo, 6 h; inhibition, % at 7.5 µM;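 active means mean replicate score, as percent of positive control median, at least 50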;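 further: strain carries kanamycin resistance gene driven by streptokinase promoter and grows in 40 µg/ml kanamycin; loss of luminescence reflects streptokinase promoter inhibition or plain growth inhibition; 0% = median of DMSO wells and 100% = positive control at its reference dose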
TRPC4 inh: inhibitors of mouse TRPC4 channel; HEK293 TRPC4beta/mu-opioid, DAMGO-evoked Fluo4 calcium flux; stronger effect = lower value; B-score at 10 µM; hit rate 0.39% among 300,000; AID 2247;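 active means B-score over 3 SD under the library average, no early fluorescence shift, positive overall ratio signal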
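material = TRPC4beta/mu-opioid receptor HEK293 cell line | probe or stimulus = sequential submaximal and maximal DAMGO stimulation | compound dosing = one concentration per compound | measured by = Fluo4 Ca2+ flux fluorescence | evaluation = integrated fluorescence ratio relative to baseline, converted to per-well B score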
TRPC4 potent: allosterically enhances the mouse TRPC4 cation channel; Q9QUQ5; hit rate 0.42% among 310,000; B-score at 10 µM; HEK293 TRPC4beta/mu-opioid, DAMGO EC20, Fluo-4 Ca2+ flux; stronger effect = higher value;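 active means B-score of calcium response area above 5 SD of library B-scores, with initial fluorescence ratio within 5 SD of library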;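 further: B-score of integrated fluorescence ratio over time as area under calcium response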
TRPC4 act: activators of mouse TRPC4 channel | Q9QUQ5 | HEK293 TRPC4beta/mu-opioid, Fluo4 calcium fluorescence; stronger effect = higher value | B-score at 10 µM | hit rate 0.49% among 310,000 | AID 2237;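 active means B-score above 5 SD of library B-scores, and initial fluorescence ratio not above library mean plus 5 SD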;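 further: positive B-score marks a calcium rise read as TRPC4 activation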
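Incubation: 45 min room-temperature Fluo4 loading, 110 s read / System: HEK293 cells stably co-expressing mouse TRPC4beta and mu-opioid receptor / Signal: Fluo4 fluorescence, kinetic / Control set: buffer (low) and maximal DAMGO (high) / Measure: integrated baseline-normalised fluorescence ratio, converted to per-well B score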
MrgX1 agonist: agonists of human MrgX1 receptor; Q96LB2; MrgX1-HEK293 cells, Fluo-4 calcium fluorescence, agonist mode; stronger effect = higher value; B-score at 10 µM; hit rate 0.44% among 310,000; AID 588627;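 active means calcium response B-score plate-corrected fluorescence ratio at least 3 library SD, with starting fluorescence B-score inside 5 SD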
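Material: MrgX1-expressing HEK293 cells; input: 15,000 cells per well; doses: test compound given as first of three sequential additions; schedule: overnight plating before 1 h dye loading; technique: Fluo-4 NW calcium-flux fluorescence, kinetic read; evaluation: baseline-normalised fluorescence change ratio, B-scored; control set: plate-wise positive and negative controls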
MrgX1 PAM: human MrgX1 positive allosteric modulation, primary screen; B-score at 10 µM; hit rate 0.63% among 310,000; Q96LB2; MrgX1-HEK293, Fluo-4 calcium flux, FDSS; stronger effect = higher value;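 active means plate-corrected calcium response at least 3 library SD above typical, normal starting fluorescence, not activating the receptor alone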;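 further: compound read alongside a low EC10 to EC30 dose of BAM8-22 agonist; peak minus trough fluorescence over baseline measured at the second addition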
TRPC6 activator: activates the mouse TRPC6 cation channel; HEK293-TRPC6 membrane potential dye fluorescence; stronger effect = higher value; B-score at 10 µM; hit rate 0.13% among 310,000; AID 2550;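 active means B-score of the integrated fluorescence ratio above library mean plus 3 SD, and starting fluorescence ratio within library mean plus 5 SD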;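 further: higher score means more depolarization so channel activation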
TMEM16A act: activates or potentiates the mouse TMEM16A chloride channel. HEK293 TMEM16A/YFP-H148Q/I152L, iodide quench fluorescence; stronger effect = lower value. B-score at 10 µM. hit rate 0.3% among 340,000. AID 623877;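 active means fluorescence-ratio B-score plate-corrected deviation score at least 3 library SD below zero, with starting fluorescence score within 5 deviations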;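 further: channel opened by trigger with iodide after compound preincubation; score built on the fluorescence ratio of max minus min over baseline; more negative score means more quench and so TMEM16A activation or potentiation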
MrgX1 antagonist: human MrgX1 receptor antagonism, primary screen; MRGX1-HEK293 calcium flux, Fluo-4, BAM8-22 antagonism; stronger effect = lower value; B-score at 10 µM; hit rate 1.3% among 310,000; Q96LB2;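 active means calcium-response B-score plate-corrected more than 3 library SD below zero, starting fluorescence within 5 deviations, no agonist response on first addition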;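 further: peak minus trough fluorescence over baseline after final BAM8-22 challenge near maximal dose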
An asterisk follows results filed as active; i = inactive; / = not tested or not shown.

SMILES	TRPC6 inh	TMEM16A inh	SKKanGAS inh	TRPC4 inh	TRPC4 potent	TRPC4 act	MrgX1 agonist	MrgX1 PAM	TRPC6 activator	TMEM16A act	MrgX1 antagonist
O=C(NCCCN1CCOCC1)c1ccc2c(c1)N(Cc1ccc(Cl)cc1)C(=O)c1ccccc1S2=O (centres undefined)	i	i	3	i	i	i	i	i	i	i	i
CN(C)CCNC(=O)/C=C/c1cn(-c2ccccc2)nc1-c1cc2ccccc2oc1=O	i	i	2	i	i	i	i	i	i	i	i
CCOc1ccc(Nc2nc(Cl)nc(NCCO)n2)cc1	i	i	-5	i	i	i	i	i	i	i	i
O=C(COc1ccccc1)Nc1ncn[nH]1	i	i	-1	i	i	i	i	i	i	i	i
CC(C)C(NC(=O)c1c(F)cccc1F)C(=O)NCCc1ccc(S(N)(=O)=O)cc1 (centres undefined)	i	i	1	i	i	i	i	i	i	i	i
O=C1c2ccccc2NC(c2ccccn2)N1c1ccccc1F (centres undefined)	i	i	10	i	i	i	i	i	i	i	i
COc1cccc(-c2nc(SCC(=O)Nc3nc(-c4ccccc4)c(C)s3)[nH]c(=O)c2C#N)c1	i	i	31	i	i	i	i	i	i	i	i
CCN(CC)Cc1c(O)ccc2c(=O)c(-c3ccc4c(c3)OCCO4)coc12	i	i	22	i	i	i	i	i	i	i	i
CN1CCC[C@H]1c1cccnc1	i	i	-3	i	i	i	i	i	i	i	i
COc1ccccc1Nc1ccncc1[N+](=O)[O-]	i	i	5	i	i	i	i	i	i	i	i
Oc1ccc(Oc2ccc(Oc3ccc(O)cc3)cc2)cc1	i	i	67*	i	i	i	i	i	i	i	i
O=C(CCN1C(=O)c2ccccc2C1=O)Nc1cccc(O)c1	i	i	-1	i	i	i	i	i	i	i	i
CCc1nnc(NS(=O)(=O)c2ccc(NC(=O)c3cccc(Br)c3)cc2)s1	i	i	7	i	i	i	i	i	i	i	i
CCOC(=O)c1cc2n(c1C)-c1ccccc1C2=O	i	i	6	i	i	i	i	i	i	i	i
O=C(c1ccccc1NS(=O)(=O)c1cccc([N+](=O)[O-])c1)N1CCOCC1	i	i	16	i	i	i	i	i	i	i	i
CCC1(CC)Cc2ccccc2C2=C(C(=O)N3CCCCC3)C(=O)C(=O)N21	i	i	-2	i	i	i	i	i	i	i	i
CN(C)c1ccnc(C(=O)O)c1	i	i	4	i	i	i	i	i	i	i	i
CCNc1ccc(Br)cc(C(=O)/C=C/c2c(Cl)cccc2Cl)c1=O	i	i	-9	i	i	i	i	i	i	i	-4.6*
CCC(C)NC(=O)CN(c1cc(Cl)cc(Cl)c1)S(C)(=O)=O (centres undefined)	i	i	29	i	i	i	i	i	i	i	i
Cc1ccccc1OCCC(=O)OCC(=O)NC(C)c1ccccc1 (centres undefined)	i	i	-2	i	i	i	i	i	i	i	i
CC(=O)c1c(C)[nH]c(C(=O)OCC(=O)N2c3ccccc3NC(=O)C2(C)C)c1C	i	i	-1	i	i	i	i	i	i	i	i
CC(=O)Nc1ccc(OCC(=O)NCc2ccc3c(c2)OCO3)cc1	i	i	0	i	i	i	i	i	i	i	i
Cc1ccc(C(=O)Nc2ccccc2N2CCN(C(=O)C(C)C)CC2)cc1C	i	i	-9	i	i	i	i	i	i	i	i
Cc1cc(C)c(C(=O)COC(=O)CNC(=O)c2ccccc2C)c(C)c1	i	i	1	i	i	i	i	i	i	i	i
Oc1ccc(Cl)cc1CNCc1ccc(C(F)(F)F)cc1	/	i	/	/	/	/	i	i	/	i	i
CCCOc1cccc(C(=O)Nc2cccc3ncccc23)c1	i	i	-2	i	i	i	i	i	i	i	i
COc1ccc(NC(=O)COc2nc3ccccc3nc2N2CCOCC2)c(OC)c1	i	i	-9	i	i	i	i	i	i	i	i
COc1ccc(OC)c(NC(=O)CSc2nnc(CNC(=O)c3cc(OC)c(OC)c(OC)c3)o2)c1	i	i	9	i	i	i	i	i	i	i	i
COc1ccc(CN2C(=NC(=O)C3CCCO3)SC3CS(=O)(=O)CC32)cc1OC (centres undefined)	i	i	-7	i	i	i	i	i	i	i	i
Cc1ccc(NC(=O)CN(C)C(=O)c2ccc(C(F)(F)F)cc2)cc1	i	i	-2	i	i	i	i	i	i	i	i
CCc1ccccc1N(CC(=O)N1CCN(c2ccccc2)CC1)S(C)(=O)=O	i	i	-28	i	i	i	i	i	i	i	i
COc1cccc(NC(=O)CSc2nc(C3CC3)nc3ccccc23)c1	i	i	12	i	i	i	i	i	i	i	i
COc1cccc(CNC(=O)CCC2CCCN(C(=O)c3ccc(OC)o3)C2)c1 (centres undefined)	i	i	-7	i	i	i	i	i	i	i	i
COc1cc(C(=O)NNC(=O)CNC(=O)c2ccc(Br)o2)cc(OC)c1OC	i	i	-6	i	i	i	i	i	i	i	i
O=C(NCc1ccccn1)c1cc(-c2ccc(Br)cc2)nc2ccccc12	i	i	4	i	i	i	i	i	i	i	i
CCCC(C)C(=O)Nc1ccc(F)c(Cl)c1 (centres undefined)	i	i	-4	i	i	i	i	i	i	i	i
CC(C)NC(=O)c1cc2c(C(F)(F)F)nn(C)c2s1	i	i	-1	i	i	i	i	i	i	i	i
Nc1nc2n(n1)C(c1ccco1)CC(c1ccc(Cl)cc1)N2 (centres undefined)	i	i	11	i	i	i	i	i	i	i	-6.3*
CCOc1ccc2nc(NC(=O)CN3CCN(CC)CC3)sc2c1	i	i	-3	i	i	i	i	i	i	i	i
Cc1ccccc1-c1n[nH]c(=S)n1/N=C/c1c(C)nn(-c2ccccc2)c1C	i	i	8	i	i	i	i	i	i	i	i
Cc1[nH]nc2c1C(C(C)C)C(C#N)=C(N)O2 (centres undefined)	i	i	9	i	i	i	i	i	i	i	i
Cc1ccc(NC(=O)c2cc(S(=O)(=O)N3CCCC3)cn2C)cc1	i	i	-5	i	i	i	i	i	i	i	i
O=C(CN1CCC(O)(c2ccc(F)cc2)CC1)NCc1ccc(F)cc1	i	i	1	i	i	i	i	i	i	i	i
CCOC(=O)C1=C(C)N(Cc2ccc(C(=O)O)cc2)C(=O)NC1c1ccc([N+](=O)[O-])cc1 (centres undefined)	i	i	17	i	i	i	i	i	i	i	i
O=[N+]([O-])c1cc(Cl)ccc1N1CCCC1	i	i	6	i	i	i	i	i	i	i	i

A different layout for some results above:
| SMILES | TRPC6 inh | TMEM16A inh | SKKanGAS inh | TRPC4 inh | TRPC4 potent | TRPC4 act | MrgX1 agonist | MrgX1 PAM | TRPC6 activator | TMEM16A act | MrgX1 antagonist |
| --- | --- | --- | --- | --- | --- | --- | --- | --- | --- | --- | --- |
| O=C1c2ccccc2NC(c2ccccn2)N1c1ccccc1F (centres undefined) | i | i | 10 | i | i | i | i | i | i | i | i |
| COc1cccc(-c2nc(SCC(=O)Nc3nc(-c4ccccc4)c(C)s3)[nH]c(=O)c2C#N)c1 | i | i | 31 | i | i | i | i | i | i | i | i |
| CCNc1ccc(Br)cc(C(=O)/C=C/c2c(Cl)cccc2Cl)c1=O | i | i | -9 | i | i | i | i | i | i | i | -4.6* |
| CCOc1ccc2nc(NC(=O)CN3CCN(CC)CC3)sc2c1 | i | i | -3 | i | i | i | i | i | i | i | i |

Remaining list, next part:
SMILES	TRPC6 inh	TMEM16A inh	SKKanGAS inh	TRPC4 inh	TRPC4 potent	TRPC4 act	MrgX1 agonist	MrgX1 PAM	TRPC6 activator	TMEM16A act	MrgX1 antagonist
CCC(=O)NC(=S)Nc1ccc(NC(=O)c2cc3ccccc3o2)c(OC)c1	i	i	2	i	i	i	i	i	i	i	i
COc1cc(OC)c(C2N(c3ccc(Cl)c(Cl)c3)C(=O)C3CCCN32)cc1OC (centres undefined)	i	i	-1	i	i	i	i	i	i	i	i
O=[N+]([O-])c1ccc(Cl)c(S(=O)(=O)N2CCCCCC2)c1	i	i	6	i	i	i	i	i	i	i	i
CC(C)(C)C1=CC(=O)C(N2CCOCC2)=CC1=O	i	i	2	i	i	i	i	i	i	i	i
O=C(CN(C(=O)c1csnn1)c1ccc(F)c(Cl)c1)NCc1ccc(F)cc1	i	i	-12	i	i	i	i	i	i	i	i
COc1cc(OC)c(OC)cc1CNc1nnnn1C	i	i	-6	i	i	i	i	i	i	i	i
Cc1ccc(NS(=O)(=O)c2ccc3[nH]c(=O)[nH]c3c2)cc1	i	i	-1	i	i	i	i	i	i	i	i
COc1ccc(Br)cc1CN(C)C(=O)c1cc(Cl)c2c(c1)OCCO2	i	i	4	i	i	i	i	i	i	i	i
Cc1ccc(-c2cc(C(=O)NCc3ccco3)no2)cc1	i	i	-19	i	i	i	i	i	i	i	i
COc1ccc(-c2cc(C(F)(F)F)n3nc(C(=O)Nc4cc(C)on4)cc3n2)cc1OC	i	i	/	i	i	i	i	i	i	i	i
CCc1cc2c(=O)n(-c3ccccc3)c(=S)[nH]c2s1	i	25*	4	i	i	i	i	i	i	i	i
CCOc1ccccc1NS(=O)(=O)c1cccc2nsnc12	i	i	5	i	i	i	i	i	i	i	i
COc1cc(C(=O)NCc2nnc(SCC(=O)NC3CCCC3)o2)cc(OC)c1OC	i	i	-7	i	i	i	i	i	i	i	i
COC(=O)c1ccccc1NC(=O)N[C@@H](C)C(=O)OC	i	i	-7	i	i	i	i	i	i	i	i
O=C(COc1ncnc2scc(-c3ccccc3)c12)NCCN1C(=O)CSC1=O	i	i	2	i	i	i	i	i	i	/	i
CS(=O)(=O)c1ccc(Cl)c(NC(=O)COC(=O)CNC(=O)c2ccc(Br)o2)c1	i	i	-6	i	i	i	i	i	i	i	i
COc1cccc(-n2cc3c(=O)n(C)c(=O)n(C)c3c2)c1	i	i	4	i	i	i	i	i	i	i	i
Cc1nn2cc(-c3ccccc3)nc2s1	i	i	-3	i	i	i	i	i	i	i	i
C=CCOc1cccc(C2C(C(=O)c3ccco3)=C(O)C(=O)N2Cc2ccncc2)c1 (centres undefined)	i	i	-2	i	i	i	i	i	i	i	i
CCc1ccccc1NC(=O)COC(=O)C1CC(=O)N(c2ccc(F)cc2)C1 (centres undefined)	i	i	/	i	i	i	i	i	i	i	i
O=S(=O)(Nc1ccc(C(F)(F)F)cn1)c1ccccc1	i	i	-2	i	i	i	i	i	i	i	i
